# N370S GC – qHTS Assay for Inhibitors and Activators of N370S glucocerebrosidase as a Potential Chaperone Treatment of Gaucher Disease. N370S GC spleen homogenate, 4MU-glucoside fluorescence. Potency, µM (titrated, usually from 59.4 µM), for the others: top-dose activity change, negative = inhibition, most hits filed as inhibitors. 0.092% of 330,000 active. AID 2101, 2009;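 further: 0% = full enzyme activity and -100% = no enzyme basal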
# DT40 TDP1 CPT – qHTS for Inhibitors of human tyrosyl-DNA phosphodiesterase 1 (TDP1): qHTS in cells in presence of CPT; chicken DT40 Tdp1-/-;hTDP1 cells + 20 nM CPT, ATP luminescence, 48 h; Potency, µM (series often up to 46.2 µM), for the others: at the top dose activity change, negative = growth inhibition, hits mostly inhibitors; 12% of 420,000 active; AID 686979, 2013; further: nearly all actives have a fitted effect of over 55% in size
#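 Cell growth measured by CellTiter-Glo luminescence after a minimum 48 h, 37 C compound exposure with 20 nM CPT in Tdp1-knockout DT40 cells stably expressing hTDP1, seeded 400/well; qHTS titration format.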
# FEN1 inh – qHTS Assay for the Inhibitors of Human Flap endonuclease 1 (FEN1) | AID 588795, 2011 | P39748 | Potency, µM (titrated, usually from 114 µM), for the others: at the highest dose activity change, negative = inhibition, hits mostly inhibitors | 0.35% of 390,000 active | Recombinant FEN1 flap cleavage, fluorescence, 15 min; further: nearly all actives have a fitted effect of over 65% in size
# Target sequence (P39748 whole entry, looked up): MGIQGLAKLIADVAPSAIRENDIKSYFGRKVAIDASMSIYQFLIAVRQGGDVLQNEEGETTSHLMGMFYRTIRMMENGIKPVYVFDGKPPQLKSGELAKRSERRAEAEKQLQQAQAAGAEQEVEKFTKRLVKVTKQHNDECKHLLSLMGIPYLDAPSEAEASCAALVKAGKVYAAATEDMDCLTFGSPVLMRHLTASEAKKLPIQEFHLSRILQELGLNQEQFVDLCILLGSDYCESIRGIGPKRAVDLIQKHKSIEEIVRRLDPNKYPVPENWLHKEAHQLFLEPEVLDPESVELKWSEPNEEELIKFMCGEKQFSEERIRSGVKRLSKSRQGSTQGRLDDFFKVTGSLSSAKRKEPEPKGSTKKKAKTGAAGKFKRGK
#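 Reaction started by adding substrate (50 nM final) to 10 nM enzyme after 15 min room-temperature compound preincubation. Reads at 0 and 15 min, with data normalized and fitted to a four-parameter Hill equation.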
# An asterisk follows results filed as active; u = inconclusive; x = not tested or not shown; & = joins results of further samples; [ ] = remark or other dose. The call rests on the fitted dose curve; in most records, active means well fitted curve in the direction sought with a large enough effect; inconclusive means small, poorly fitted or top-dose-only effect, or another doubt; inactive means no such curve, though single readings can be large; an effect the other way counts as inactive or inconclusive. Unless noted, on the % scale 0 is the no-effect control and ±100 the full control effect; potency means the concentration at half of the fitted maximal effect.
# Values run as follows: N370S GC	DT40 TDP1 CPT	FEN1 inh
> CC(C)CNC(=S)NC(=O)c1ccc([N+](=O)[O-])cc1
  -3%	-12%	9%
> CC(NC(=O)c1ccc(C(C)(C)C)cc1)C(=O)O (stereo not drawn)
  14%	2%	-17%
> COc1ccc(NC(=O)c2sc(SCc3ccccc3)nc2N)cc1
  -7%	u	4%
> CC1(NC(=O)Cn2cc(C(F)(F)F)ccc2=O)CCS(=O)(=O)C1 (stereo not drawn)
  x	-6%	2%
> Cc1cc(-c2ccccc2)nc(N/N=C/c2ccccc2)n1
  2%	21µM*	-10%
> C[C@H]1C=C(C(=O)N2CCN(Cc3ccc4c(c3)OCO4)CC2)O[C@@H](OCc2ccc(CO)cc2)C1
  -18%	0%	12%
> CC1CCc2c(sc3ncnc(SCC(=O)Nc4ccc(C(=O)O)cc4)c23)C1 (stereo not drawn)
  -6%	2%	2%
> COc1ccccc1N1CCN(C(=O)CCC(=O)Nc2nnc(C(C)C)s2)CC1
  -5%	-23%	-13%
> C[C@H]1CN=C(N(C)C)N1CCC1CCCCC1
  -2%	u	-2%
> CCN(c1ccccc1)S(=O)(=O)c1nnc(NC(=O)COc2ccccc2F)s1
  x	-15%	-3%
> N#Cc1cccc(CN2CCC(=O)N([C@H](CO)Cc3ccccc3)CC2)c1
  -2%	-3%&-14%	3%&-5%
> CN(C)/C=C1\N=C(c2ccc3c(c2)OCO3)OC1=O
  -7%	-10%	-2%
> Cc1ccc(NC(=O)CC2SC(=NC3CCCCC3)NC2=O)cc1 (stereo not drawn)
  -14%	-30%	-4%
> O=c1[nH][nH]c(C(F)(F)F)c1C=Nc1ccc(Cl)cc1
  7%	-28%	1%
> COc1ccc(NC(=O)Cn2nc(-c3ccncc3)ccc2=O)cc1Cl
  x	u	-7%
> O=C1c2ccccc2C(=O)N1CCc1nc(-c2ccccn2)no1
  7%	5%	5%
> O=C(O)CCCCCN=C1CCc2ccccc2N1
  u	0%	4%
> COc1ccccc1CN1CCCCCC1
  4%	u	3%
> N#Cc1cccc(NC(=O)N2CC[C@@]3(CCCNC3)C2)c1
  5%	-90%	x
> O=C(Nc1ccc(Oc2ccc(Br)cc2)cc1)C1=CC=CN2CCS(=O)(=O)N=C12
  x	-13%	-9%

# An excerpt from above with just N370S GC and FEN1 inh.
SMILES	N370S GC	FEN1 inh
CC1(NC(=O)Cn2cc(C(F)(F)F)ccc2=O)CCS(=O)(=O)C1 (stereo not drawn)	x	2%
O=C(O)CCCCCN=C1CCc2ccccc2N1	u	4%
COc1ccc(NC(=O)c2sc(SCc3ccccc3)nc2N)cc1	-7%	4%
Cc1cc(-c2ccccc2)nc(N/N=C/c2ccccc2)n1	2%	-10%

# (continued)
# Values run as follows: N370S GC	DT40 TDP1 CPT	FEN1 inh
> CSCC[C@H](N)C(=O)NC[C@H]1CC[C@H](C(=O)N[C@@H](Cc2ccccc2)C(=O)O)CC1
  2%	2%	-15%
> COc1ccccc1C1NC(=O)NC(C)=C1C(=O)OCc1ccccc1 (stereo not drawn)
  -1%	-19%	1%
> Cc1nn2c(=O)cc(COC(=O)c3ccc(NC(=O)c4ccc(C(C)(C)C)cc4)cc3)nc2s1
  x	u	-3%
> COC1CCCN(Cc2cn(C)nc2-c2ccc(Oc3ccccc3)cc2)C1 (stereo not drawn)
  -7%	-15%	0%
> Cc1cc(C)nc(Nc2ccc(Cl)cc2C)n1
  -14%	4%	-1%
> CCN(CC)c1ccc(NC(=O)CCS(=O)(=O)c2ccc(Br)cc2)c(C)c1
  -3%	u	0%
> Cc1ccc(S(=O)(=O)NCCN2CCN(S(=O)(=O)c3ccccc3Cl)CC2)cc1
  x	-15%	-21%
> C=CCn1c2ccccc2c2nnc(SCC(=O)NC(C(=O)OC)C(C)C)nc21 (stereo not drawn)
  9%	u	7%
> Cc1ccc(C)c(NC(=O)Cn2c(=O)n(Cc3nc(C)no3)c(=O)c3cc4c(cc32)OCO4)c1
  x	u	-4%
> Cc1ccc(CNC(=O)c2ccc(Cn3nc(C)c(Cl)c3C)o2)cc1
  6%	u	5%
> Cc1ccc(S(=O)(=O)Nc2cccc(C(=O)NCCCN3CCCC3=O)c2)cc1F
  -3%	-2%	-1%
> COc1cccc(CN(C)C(=O)c2cc(S(=O)(=O)N3CCN(c4ccccc4)CC3)ccc2Cl)c1
  -1%	23µM*	-3%
> Cc1ccc(C)c(N2CCN(S(=O)(=O)c3cc(C(=O)Nc4cc(Cl)cc(Cl)c4)ccc3F)CC2)c1
  x	12µM*	-4%
> CSc1ncccc1C(=O)N1CCN(S(=O)(=O)c2ccc(C)cc2)CC1
  0%	-1%	3%
> CCc1ccc(C(=O)c2cn(Cc3ccccc3)c3cc(OC)c(OC)cc3c2=O)cc1
  x	16µM*	-28%
> Cc1ccc(NC2CCCN(C(=O)c3cn4cc(Cl)ccc4n3)C2)cc1C (stereo not drawn)
  6%	-12%	-7%
> O=S(=O)(CCc1nc2ccccc2o1)c1ccc(Cl)c(Cl)c1
  -1%	3%	5%
> Cc1ccccc1-c1noc(-c2ccc(Cl)cc2)n1
  -27%	-14%	-9%
> Cc1cc(C(=O)Nc2nc3ccc(Cl)cc3s2)nn1C
  19%	-9%	-2%
> Cc1ccccc1NC(=O)CSc1nn2c(=O)c(C)nnc2s1
  14%	-17%	0%
> CCOc1cccc(NC(=O)CSc2ncc(-c3ccccc3)[nH]2)c1
  x	u	-14%
> CCOC(=O)C1CCN(CC(=O)Nc2c(C(=O)OC)[nH]c3cccc(C)c23)CC1
  -2%	-12%	2%
> COc1ccc(NC(=O)c2ccc3oc(=O)c(S(=O)(=O)c4ccc(F)cc4)cc3c2)cc1OC
  x	-18%	-3%
> O=[N+]([O-])c1cc2c(cc1[N+](=O)[O-])OCCOCCOCCOCCO2
  -11%	-22%	-3%
> C=CCOc1ccc(/C=C/C(=O)OCC(=O)N2CCN(C(C)=O)CC2)cc1
  x	0%	14%
> CCCn1nc(C(=O)NNC(=O)c2ccc(OC(F)F)cc2)c2ccccc2c1=O
  x	11%	-3%
> O=C(CN1C(=O)CCC1=O)NNc1ccc2ccccc2c1
  -16%	-9%	18%
> O=C(Nc1c(F)cccc1F)C(c1ccccc1)c1ccccc1
  x	4%	-3%
> CN1CCN(c2ncc3nc(-c4cn(C)c5ccccc45)c(=O)n(CCC#N)c3n2)CC1
  -26%	u	x
> CCCC(=O)Nc1ccc(C(=O)n2ccc(C)n2)cc1
  5%	-2%	0%
> CC(=O)c1c(N(C)C)ccnc1C(F)(F)F
  -3%	-3%	2%
> COc1cccc(-c2ccc3c(N)c(C(=O)c4ccc(Br)cc4)sc3n2)c1
  x	15µM*	-7%
> N#Cc1c(NC(=O)Cn2cnc3ccccc3c2=O)oc(-c2ccccc2)c1-c1ccccc1
  12%	6%	9%
> CCOc1ccc(/C(O)=C2/C(=O)C(=O)N(CCOCCO)C2c2ccc(F)cc2)cc1 (stereo not drawn)
  -25%	-13%	8%
> Cc1ccc(NC(=O)CNCCCN2CCOCC2)cc1S(=O)(=O)N1CCCCC1
  -16%	u	13%
> Cc1nn(C(C)(C)C)c(N)c1-c1ccccc1
  -3%	1%	-4%
> COc1ccc(Cc2nnc(NS(=O)(=O)c3ccc(Cl)cc3)s2)cc1OC
  5%	5%	3%
> CCOc1ccc(CCNC(=O)CCn2ccc3cc(S(=O)(=O)N4CCCC4)ccc32)cc1
  -17%	u	u
> CCn1c(Cc2ccc(OC)cc2)nnc1SCC(=O)NC1CCCCC1
  0%	-19%	-1%
> c1ccc(Nc2ccnc(Nc3ccccc3)n2)cc1
  u	u	2%
> O=C(O)CCC1(CCC(=O)O)c2ccccc2-c2ccccc21
  -9%	55%[activator]	-2%
> CC(C)(CO)N=C1NS(=O)(=O)c2cc([N+](=O)[O-])ccc21
  6%	-17%	0%
> CC(=O)c1cccc(NC(=O)NNC(=O)CCC(=O)Nc2ccc(C)c(C)c2)c1
  12%	-3%	-3%
> Cn1cc(CN2CCN(CC(C)(C)C)C(CCO)C2)c2ccccc21 (stereo not drawn)
  -5%	-3%	-10%
> O=C(CNC(c1ccccc1)c1ccccc1)NCc1ccccc1Cl
  0%	u	-15%
> O=C(CSc1nc2ncccc2[nH]1)NCc1ccccc1
  12%	3%	-9%
> CCCOc1ccc(-c2nnn(CC(=O)N3CCCC(C)C3)n2)cc1 (stereo not drawn)
  0%	u	2%
> COC(=O)C1=C(C(=O)OC)SC2(S1)C(C(=O)OC)=C(C(=O)OC)SC1=C2c2cc(C)ccc2NC1(C)C
  4%	21µM*	-8%
> COc1cnn(-c2cccc(Cl)c2)c(=O)c1Cl
  x	u	2%
> COc1cccc(NC(=O)CSc2nc(=O)n(Cc3ccncc3)c3c2CCC3)c1
  x	6%	-3%
> O=C(Cn1c(=O)n2nc(-c3cccc(F)c3)nc2c2ccccc21)NCc1ccc(Cl)cc1
  x	-2%	25%
> COc1ccc(NC(=O)N2CCCC(C(=O)Nc3ccccc3OC)C2)cc1 (stereo not drawn)
  -2%	-1%	14%
> Cc1cc(C(=O)N2CCc3ccccc3C2)n[nH]1
  4%	-3%	-12%
> Cc1onc(-c2ccccc2Cl)c1C(=O)OCC(=O)N1CCC(C)CC1
  x	u	-10%
> Cc1cc(C)c(CN2CCC(n3nccc3NC(=O)C3CCCC3)CC2)cc1C
  -3%	u	29%
> CS(=O)(=O)N1CCC(C(=O)Nc2cc(Cl)cc(Cl)c2)CC1
  -4%	-17%	5%
> O=C(N/N=C/c1ccc(OCc2ccccc2)cc1)c1ccc(O)cc1
  -23%	-1%	2%
> O=S(=O)(NCCc1csc(-c2ccccc2)n1)c1cccnc1
  -25%	-19%	-12%
> Cc1cc(C)n(-c2ccc(NC(=O)C3CCCCN3C(=O)c3sccc3C)cc2)n1 (stereo not drawn)
  -8%	u	-1%
> Cc1ccccc1NC(=S)NNC(=O)c1ccoc1C
  0%	-3%	6%

# More entries follow:
# Values run as follows: N370S GC	DT40 TDP1 CPT	FEN1 inh
> CCOc1cccc2sc(Cl)nc12
  4%	0%	1%
> COc1cc(C=NNc2nc3c([nH]2)c(=O)n(C)c(=O)n3C)ccc1O
  x	2%	-1%
> Cc1cccc(C)c1N=Cc1c(C(F)(F)F)[nH][nH]c1=O
  -12%	-11%	-3%
> O=C1C(=O)N(c2ccccn2)C(c2ccc(F)cc2)/C1=C(/O)c1ccc(Br)cc1 (stereo not drawn)
  -5%	-9%	19%
> CC1=C(c2ccc(C)c(C)c2)S(=O)(=O)N=C1N1CCC(C(=O)Nc2ccc(Cl)cc2)CC1
  x	16µM*	-19%
> O=C(NCc1ccco1)Nc1ccc([N+](=O)[O-])cc1
  -12%&-4%	-14%	-5%
> CC(C)Cn1cnc2c(c1=N)C(c1ccccc1)C1=C(CC(C)(C)CC1=O)O2 (stereo not drawn)
  u	u	10%
> S=c1[nH]nc(COc2ccccc2)n1/N=C/c1ccccn1
  -14%	-19%	2%
> O=[N+]([O-])c1ccc(NN=Cc2cc(Br)ccc2O)nc1
  x	2.6µM*	-17%
> CC(=O)Nc1ccc(NC(=O)c2cc(CN3CCCC3)on2)cc1
  x	-1%	4%
> COC(=O)c1cc(NC(=O)c2c(-c3c(Cl)cccc3Cl)noc2C)ccc1N1CCOCC1
  -3%	-24%	9%
> O=C(CSc1nnc(C2CC2)n1Cc1ccccc1)Nc1cccnc1Cl
  -3%	-1%	2%
> CC1C/C(=N\NC(=O)CCc2ccc(S(=O)(=O)N3CCOCC3)cc2)CC(C)(C)C1 (stereo not drawn)
  1%	1%	0%
> Cc1cc(C)n(/N=C/c2cccs2)c(=O)c1C#N
  -1%	-14%	-2%
> C=CCNc1nc(C)nc(OC)n1
  -1%	1%	-4%
> O=C(O)c1cccc(S(=O)(=O)NCCc2ccccc2)c1
  2%	u	-3%
> CC(=O)c1c(C(C)=O)c(C)n(C2CCCCC2)c1C
  4%	1%	-8%
> O=C(Nc1ccc(Cl)cc1)C1(S(=O)(=O)c2ccccc2)CC1
  x	-26%	8%
> Cc1nc(SCn2nnc3ccccc3c2=O)nc(C)c1C
  4%[2.35 µM]	-10%	-8%
> COc1ccccc1NC(=O)Cn1c(=O)n2nc(C)nc2c2ccccc21
  -5%	-24%	-17%
> Cc1csc(=Nc2ccccc2)n1CCO
  -7%	-1%	-6%
> CCN(CC(=O)Nc1c(F)cccc1F)C(=O)/C=C/c1cn(Cc2ccccc2)nc1-c1cccnc1
  -4%	u	-12%
> O=C(CSc1nnc2ccccn12)Nc1ccc2c(c1)OCO2
  -1%	0%	4%
> CC(=O)NCC1CCCN(C(=O)c2ccc(OC3CCN(Cc4ccccn4)CC3)cc2)C1 (stereo not drawn)
  -5%	-7%	-11%

# High-throughput results: PubChem, National Center for Advancing Translational Sciences (NCATS)

# These rows are one share of the data; the hit share may differ from the screen's.
